Screening results from PubChem BioAssay.
LMP1 NFkB inh – EBV LMP1-driven NF-kappaB luciferase reporter inhibitors, primary screen, cell-based, luminescence, single point; 350,000 compounds, 0.69% hits; LMP1-induced NF-kappaB luciferase reporter cells; inhibition, % at 12.5 µM; in the data active = inhibition above about 41%; inconclusive = no clear call, values can overlap the other calls;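 also: 0% = neutral control wells and 100% = reference inhibitor control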
SRC3 inh – SRC3 coactivator transcriptional activity inhibitors, primary screen, cell-based, luminescence | Nuclear receptor coactivator 3 (Homo sapiens), Q9Y6Q9 | HEK293 GAL4-SRC3 luciferase reporter | inhibition, % at 3.6 µM | 360,000 compounds, 0.17% hits;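 active = inhibition above a per-campaign cutoff, the mean of all compounds plus 3 SD, cut at about 60% in these data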;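 also: 0% = DMSO-treated cells and 100% = gossypol-treated cells at 36 µM; higher means less SRC3-driven luciferase light from the GAL4 reporter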
NR2F2 inh – NR2F2 transcriptional activity inhibitors, primary screen, cell-based, luciferase reporter, HEK293T, luminescence. inhibition, % at 8.6 µM. AID 686940, 2013. 370,000 compounds, 0.7% hits. COUP transcription factor 2 (Homo sapiens), P24468. HEK293T NGFI-A luciferase reporter;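 active = inhibition above a per-plate cutoff, mean inhibition of test wells between control levels plus 3 SD, cut at about 38% in these data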;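 also: cells cotransfected with COUP-TFII expression vector driving the NGFI-A reporter; 0% = median of COUP-TF2 test wells and 100% = reporter-only cells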
TROY NFkB inh – inhibitors of TROY-driven NF-kB signaling, primary screen, Q293 LMP1-TROYcd cells, NF-kB luciferase, uHTS | Q293 LMP1-TROYcd NF-kB luciferase reporter, 4 h | inhibition, % at 10 µM | 360,000 compounds, 0.98% hits | AID 1347056, 2019;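 active = compounds whose plate-normalised and pattern-corrected inhibition of the luciferase reporter signal at the single screening dose is 50% or more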
NCOA1 inh – SRC1 coactivator transcriptional activity inhibitors, primary screen, cell-based, luminescence. Nuclear receptor coactivator 1 (Homo sapiens), Q15788. HEK293 GAL4-SRC1 luciferase reporter. inhibition, % at 3.6 µM. 360,000 compounds, 0.12% hits. AID 588354, 2011;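 active = inhibition above the campaign mean plus 3 SD, with each screening campaign given its own cutoff, cut at about 60% in these data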;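 also: 0% = DMSO treated cells and 100% = gossypol at 36 µM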
TRAIL sens C8 – viability loss with TRAIL in NB7+C8 cells, primary screen, TRAIL sensitizer project, cell-based, ATPlite luminescence. inhibition (viability loss, TRAIL sensitization), % at 10 µM. 360,000 compounds, 1% hits. AID 624354, 2012;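 active = compounds causing at least 50% loss of cell viability in the single-dose screen, relative to plate controls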
TWEAK-Fn14 inh – inhibitors of TWEAK-Fn14 signaling, primary screen, luciferase reporter cells, uHTS; 360,000 compounds, 2% hits; AID 1159606, 2016; inhibition, % at 10 µM; TWEAK-stimulated Fn14 reporter cells, luciferase luminescence, 8 h; in the data active = inhibition above about 50%
NR5A2 inv ag – LRH-1 (NR5A2) inverse agonists, primary screen, cell-based, luminescence, HEK293T, StAR-luciferase reporter; inhibition, % at 3.6 µM; Nuclear receptor subfamily 5 group A member 2 (Homo sapiens), O00482; LRH-1 transfected, 24 h; 360,000 compounds, 0.13% hits;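 active = inhibition above the mean inhibition of all tested compounds plus 3 SD, cut at about 73% in these data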;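 also: 0% = DMSO wells and 100% = reporter-only cells lacking LRH-1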
Target sequence (O00482 whole entry, looked up): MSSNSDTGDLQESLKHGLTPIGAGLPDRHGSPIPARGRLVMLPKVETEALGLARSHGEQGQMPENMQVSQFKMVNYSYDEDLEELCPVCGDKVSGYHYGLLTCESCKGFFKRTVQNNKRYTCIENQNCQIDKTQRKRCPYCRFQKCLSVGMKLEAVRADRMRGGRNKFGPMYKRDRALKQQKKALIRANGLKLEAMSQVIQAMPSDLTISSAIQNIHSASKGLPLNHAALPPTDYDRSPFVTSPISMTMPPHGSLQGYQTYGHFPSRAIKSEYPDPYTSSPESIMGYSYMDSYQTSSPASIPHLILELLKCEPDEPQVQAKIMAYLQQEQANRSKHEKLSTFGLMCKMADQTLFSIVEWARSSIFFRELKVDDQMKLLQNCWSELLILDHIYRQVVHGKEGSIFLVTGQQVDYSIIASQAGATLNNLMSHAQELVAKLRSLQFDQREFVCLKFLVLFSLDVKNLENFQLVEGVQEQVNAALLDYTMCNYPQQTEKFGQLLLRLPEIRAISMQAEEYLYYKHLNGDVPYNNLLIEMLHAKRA
NOD2 RIPK2 PPI – NOD2-RIPK2 binding disruptors in cells, primary screen, fluorescence, CHO cells, BLA complementation; Receptor-interacting serine/threonine-protein kinase 2 (Homo sapiens), O43353; CCF4 ratio; inhibition, % at 4.98 µM; 360,000 compounds, 0.38% hits; in the data active = inhibition above about 21%;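 also: 0% = vehicle only and 100% = reference blocker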
Target sequence (O43353 whole entry, looked up): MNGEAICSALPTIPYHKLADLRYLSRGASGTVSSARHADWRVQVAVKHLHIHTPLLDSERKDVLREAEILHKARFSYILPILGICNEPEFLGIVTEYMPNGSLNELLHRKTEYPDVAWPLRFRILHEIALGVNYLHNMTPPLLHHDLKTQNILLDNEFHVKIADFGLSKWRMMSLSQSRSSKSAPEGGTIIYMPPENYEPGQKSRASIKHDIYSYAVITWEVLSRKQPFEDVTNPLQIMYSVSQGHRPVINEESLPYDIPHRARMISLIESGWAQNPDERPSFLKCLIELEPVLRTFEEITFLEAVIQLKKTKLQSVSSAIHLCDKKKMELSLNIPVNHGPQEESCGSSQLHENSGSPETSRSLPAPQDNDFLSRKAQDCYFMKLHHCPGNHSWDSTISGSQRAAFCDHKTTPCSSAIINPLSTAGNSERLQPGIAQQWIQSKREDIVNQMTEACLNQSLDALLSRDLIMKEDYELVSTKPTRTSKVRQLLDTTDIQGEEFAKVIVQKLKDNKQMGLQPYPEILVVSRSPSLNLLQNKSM
TLR9-MyD88 block – inhibitors of TLR9-MyD88 association in cells, primary screen, cell-based, CHO, BLA complementation, fluorescence | Toll-like receptor 9 (Homo sapiens) + Myeloid differentiation primary response protein … | CCF4 FRET ratio | inhibition, % at 4.98 µM | 340,000 compounds, 0.21% hits | AID 504734, 2011;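 active = inhibition above the mean over all tested compounds plus 3 SD, cut at about 21% in these data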;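 also: 0% = DMSO only wells and 100% = clavulanate BLA inhibitor control wells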
SRC2 inh – inhibition of GAL4-SRC2 driven luciferase reporter, primary screen, SRC2 inhibitor project, cell-based, luminescence; inhibition, % at 9 µM; HEK293 GAL4-SRC2 luciferase reporter; 370,000 compounds, 0.17% hits;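 active = inhibition above the mean inhibition of all tested compounds plus 3 SD, set per campaign, cut at about 52% in these data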;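 also: 0% = DMSO treated cells and 100% = cells given Gossypol at 36 µM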
* marks the source's active call; other numbers are inactive results; u = inconclusive; x = no result given. Some of the compounds tested (hit frequency here may not be typical).

SMILES	LMP1 NFkB inh	SRC3 inh	NR2F2 inh	TROY NFkB inh	NCOA1 inh	TRAIL sens C8	TWEAK-Fn14 inh	NR5A2 inv ag	NOD2 RIPK2 PPI	TLR9-MyD88 block	SRC2 inh
CCOC(=O)C1=NNC2(c3ccc(Cl)cc3)C(=O)N(c3ccc(C)cc3)C(=O)C12 (configuration not stated)	-3	10	5	-15	7	1	33	4	4	-8	21
O=C(N/N=C/c1cccc(NC(=O)c2ccc(Cl)cc2)c1)c1cccc(O)c1	-3	-43	-4	-7	-72	44	7	-148	1	6	-67
CCCCOc1c(Cl)cc(CNC(C)(C)CO)cc1OCC	-11	6	13	5	-7	2	-5	4	3	-2	19
CCn1c2ccccc2c2nnc(SCCN3CCOCC3)nc21	0	2	-2	7	8	-1	-13	19	5	-11	-5
CCn1c(SCC(=O)NCc2ccc3c(c2)OCO3)nnc1-c1cccs1	-1	-30	-8	-5	7	-6	-9	10	2	4	2
CCC(C)NCCOCCOc1cc(C)c(Cl)c(C)c1 (configuration not stated)	3	17	8	9	12	0	-11	10	-8	1	8
CC(=O)Nc1cc(-c2ccccc2Cl)cn2c(-c3ccc(S(C)(=O)=O)cc3)cnc12	x	-12	-5	8	-1	3	-8	10	-2	x	-11
COc1cc(C(=O)NCC(c2ccco2)N2CCCC2)ccc1OCc1ccc(Cl)cc1Cl (configuration not stated)	-13	4	18	1	14	19	-11	-10	11	-8	2
O=C(CSc1nnc(-c2cccs2)n1-c1ccccc1)N1CCOCC1	-1	7	7	2	-4	-26	-3	0	6	3	0
Cc1ccc2nc(N3CCN(C(=O)c4ccc(F)cc4)CC3)c(C#N)cc2c1	2	6	13	-12	-3	3	-8	12	-7	-1	5
CC(=O)N1CCN(c2ccc(NCc3ccc(F)cc3)cc2)CC1	2	12	-3	-25	4	-1	-9	22	-8	-2	0
N#Cc1ccc(CSc2ccc(S(=O)(=O)N3CCCC3)cn2)cc1	2	32	17	0	7	5	-4	29	0	2	-8
CC(Nc1c([N+](=O)[O-])c(=O)oc2ccccc12)c1ccccc1 (configuration not stated)	6	10	0	-5	11	-9	11	7	-17	6	-31
CCc1nnc(NC(=O)CC23CC4CC(CC(C4)C2)C3)s1	0	2	-11	-4	-2	4	-2	13	-5	6	-2
Cc1ccc(C(=O)OCC(=O)N2CCC(Cc3ccccc3)CC2)cc1N	2	14	-17	2	12	7	-14	7	4	-1	1

Not a retest: entries from further up.
SMILES	LMP1 NFkB inh	SRC3 inh	NR2F2 inh	TROY NFkB inh	NCOA1 inh	TRAIL sens C8	TWEAK-Fn14 inh	NR5A2 inv ag	NOD2 RIPK2 PPI	TLR9-MyD88 block	SRC2 inh
CCc1nnc(NC(=O)CC23CC4CC(CC(C4)C2)C3)s1	0	2	-11	-4	-2	4	-2	13	-5	6	-2
Cc1ccc(C(=O)OCC(=O)N2CCC(Cc3ccccc3)CC2)cc1N	2	14	-17	2	12	7	-14	7	4	-1	1

Continued.
SMILES	LMP1 NFkB inh	SRC3 inh	NR2F2 inh	TROY NFkB inh	NCOA1 inh	TRAIL sens C8	TWEAK-Fn14 inh	NR5A2 inv ag	NOD2 RIPK2 PPI	TLR9-MyD88 block	SRC2 inh
COc1ccc(Br)cc1/C=N/NC(=O)c1ccc(COc2ccc3c(c2)CCC3)o1	-7	-40	15	-47	-88	-5	-23	-51	-1	-4	8
O=C(NCc1ccccc1CN1CCCC1)c1cc2cc(Cl)ccc2o1	-9	-3	15	-25	-43	11	1	-13	-11	-1	-8
Cc1cccc(-c2noc(CCCC(=O)N3CCOCC3)n2)c1	1	-20	-5	-7	-25	1	-7	-10	1	-5	-52
Brc1ccsc1/C=N/Nc1ccccc1	-15	-46	7	-44	-45	7	-27	-22	1	-11	-41
COc1ccc(S(=O)(=O)Nc2c(C)n(C)n(-c3ccccc3)c2=O)c(Cl)c1Cl	0	-25	-6	-5	-5	-16	7	5	-13	-5	-1
CCOC(=O)c1c(-c2ccccc2)oc2ccc(O)c(CN(C)C)c12	-20	16	-5	4	-9	6	-2	10	-2	-6	-11
Cc1sc2ncnc(SCC(=O)NNC(=O)COc3cccc4ccccc34)c2c1C	-5	-7	-17	-11	1	-6	-12	16	-5	9	-18
CCCNC(=O)OC1CC2CC1[C@H]1CCCCN1C2=O (some centres not stated)	x	x	-16	-4	x	-11	-2	4	-13	x	10
Cc1cccc(C)c1OCCOC(=O)c1ccc(S(=O)(=O)N2CCCC2)cc1	-2	10	0	-1	1	3	10	5	2	1	20
Cc1c(Br)cc(C(=O)OC2CCN(C)CC2)c(C)c1C	-7	10	8	-3	-5	-1	-22	-3	-7	0	9
COc1ccc(CN2C(=O)CN=C2Nc2cccc(C)c2C)cc1	-3	-23	-32	-22	-7	-5	-1	18	-1	-1	-28
COc1cc(/C=N/n2c(C)n[nH]c2=S)ccc1OCc1ccccc1	-2	7	0	-15	-10	-10	-12	5	3	-2	-12
COc1ccc(C2C3=C(CCCC3=O)NC3=C2C(=O)c2ccccc23)cc1 (configuration not stated)	x	-3	-40	-5	-22	-3	5	6	-9	x	-102
COCCNc1ccc(-c2n[nH]c(=O)c3ccccc23)cc1[N+](=O)[O-]	1	2	-4	-6	9	-3	-2	-10	-13	3	-11
CCCc1cc(=O)[nH]c(SCC(=O)N2CCc3ccccc32)n1	-2	-7	9	-1	-6	-4	-10	-9	-12	-7	-6
CCOc1ccc(NC(=O)CCN2C(=O)C3CCCCC3C2=O)cc1OCC (configuration not stated)	-2	16	6	17	14	2	-1	-1	-9	6	-12
C/C(CC(=O)Nc1cc(C)ccn1)=N\NC(=O)c1ccc(C(C)(C)C)cc1	-3	-11	13	-3	2	13	24	7	0	-7	-7
CC(C)COC(=O)c1ccc2c(c1O)C(=O)c1ccccc1C2=O	-40	-43	-57	29	-25	57*	71*	-35	-10	5	-80
Cn1c(CC(=O)NN)c(Sc2ccccc2)c2ccccc21	-6	10	11	12	7	0	3	3	8	-11	-27
COc1ccc(CCNC(=O)CCCn2nc(C)c([N+](=O)[O-])c2C)cc1OC	0	1	9	-18	9	-16	17	-1	-5	-2	-7
CSCCC(C(=O)NC(C)(C)C)n1c(-c2ccc(C)cc2)nc2ccccc21 (configuration not stated)	x	x	-17	x	x	11	x	-10	-2	x	-14
Cc1ccccc1Cc1c(C)nc2c(C(=O)N3CCN(Cc4ccc5c(c4)OCO5)CC3)cnn2c1C	14	6	-4	30	2	11	-9	-3	-5	1	-1
COc1ccc(CC(=O)N2CCN(c3ccccn3)CC2)cc1	1	-6	-17	-10	-14	-9	0	-13	-6	0	-1
COc1ccc(C2/C(=C(/O)c3ccc4c(c3)CC(C)O4)C(=O)C(=O)N2Cc2cccnc2)cc1 (configuration not stated)	-12	-5	-7	-4	15	-3	14	-10	3	-7	-1
COc1cc(O)c(C(C)=O)c(OC)c1	1	13	16	5	9	0	-6	-9	-1	5	-8
O=C(Nc1ccc2c(c1)oc1ccccc12)N1CCOCC1	-22	-73	-26	-8	-91	6	-43	-85	-3	1	-70
CCN1CC(CN(C)Cc2nc(-c3cccs3)no2)CC1=O (configuration not stated)	5	-1	-8	27	2	9	14	-1	-7	-5	-39
CCN1CCN(Cc2nc3c(c(=O)n(C)c(=O)n3C)n2C(C)C(C)=O)CC1 (configuration not stated)	4	-11	8	-2	-37	4	-4	3	-12	10	0
COC(=O)c1ccccc1S(=O)(=O)N1Cc2cc([N+](=O)[O-])ccc2Oc2ccccc21	1	3	-2	-7	3	2	-22	5	4	-3	19
CC1(c2ccc(OCC(N)=O)cc2)NC(=O)NC1=O (configuration not stated)	-2	6	2	9	1	-3	28	0	-13	6	3
CCC(Sc1nc2ncccc2[nH]1)C(=O)N1CCOCC1 (configuration not stated)	-5	0	-17	6	2	12	-2	17	6	14	-40
Cn1c(Cl)c(/C=N/OC(=O)C2CC2)c2ccccc21	4	-4	-6	-25	5	-2	2	-9	-4	-7	2
COc1ccc(NC(=O)COC(=O)c2cc(OC)c(OC)c(OC)c2)c([N+](=O)[O-])c1	1	23	-1	-3	2	11	7	7	-4	3	16
COc1ccc(C(=O)N2CCC(n3nccc3NC(=O)C3CCOC3)CC2)cc1 (configuration not stated)	4	15	4	-4	-7	15	-4	11	2	-11	17
Cc1sc2nc[nH]c(=O)c2c1-c1ccc(F)cc1	7	20	-9	-11	10	1	17	-1	0	0	0
O=C(NCc1ccc(Cl)nc1)c1ccc2nc([C@@H]3O[C@H](CO)[C@H](O)[C@H](O)[C@H]3O)[nH]c2c1	x	-6	3	1	11	-7	-38	11	-9	x	-15
Cc1cccc([C@@H]2[C@@H]3C(=O)N(Cc4ccccc4)C(=O)[C@@H]3[C@]3(CC(C)C)C(=O)N(c4cccc(Cl)c4)C(=O)N23)c1	-9	13	-8	19	10	40	9	-11	0	-7	-6
CNC[C@@H]1OCc2ccccc2-c2ccccc2C(=O)N([C@@H](C)CO)C[C@@H]1C	-8	-3	6	0	17	-11	-13	3	-4	-12	-2
COc1cccc(C(c2sc3nc(C)nn3c2O)N2CCN(c3ccccc3F)CC2)c1 (configuration not stated)	-3	10	x	6	-13	-5	8	-1	4	-3	x
COc1ccc(C2CC3(O)NC(=O)C(C#N)(C3C)C2(C#N)C#N)cc1 (configuration not stated)	x	14	8	-18	7	10	7	0	-2	x	-7
CCNC(=S)N1CCC(C(=O)c2ccc(F)cc2)CC1	8	-8	13	-2	-2	-14	-14	-6	8	7	-19
O=C(CSc1nc(=O)n2ccccc2n1)OCc1ccccc1	3	8	8	9	-2	18	-9	10	-6	-9	2
Cc1cc(C)c2oc(=O)cc(CN3CCN(Cc4ccc5c(c4)OCO5)CC3)c2c1	5	17	25	3	-2	2	-18	6	5	8	-35
CSc1n[nH]c(NCc2ccccc2)n1	1	-9	0	-17	-6	-3	-15	-8	-12	-14	-35
CC1CCCCN1CCNC(=O)C1CCN(S(=O)(=O)c2cccc3cccnc23)CC1 (configuration not stated)	-1	5	-1	-6	-13	-5	-26	-8	-8	-4	-8
CC(Sc1nnnn1C)C(=O)Nc1cc(S(=O)(=O)N2CCCCC2)ccc1Cl (configuration not stated)	0	9	24	-11	-7	-6	2	-2	-2	-20	17
Cc1ccc(-c2cc(C(F)F)nc(NCc3cccs3)n2)cc1	-1	3	-10	12	0	11	7	11	1	-2	1
COCC(C)n1c(C)cc(C(=O)COC(=O)c2cccn2C)c1C (configuration not stated)	u	43	57*	82*	30	28	94*	22	-2	-7	33
O=C(Oc1ccc(Cl)c2cccnc12)c1cccnc1	30	-15	-8	-7	-4	6	17	-13	-11	3	-9
COC(=O)C1=C(C)N(c2ccc(OC)c(OC)c2)C(=O)/C1=C\c1ccco1	-9	4	-1	-15	-2	1	-14	4	-6	2	-34
